# Peg3 imprint: inducers of genomic imprint erasure in mouse ES cells; mouse ES Peg3-LacZ reporter, beta-gal luminescence, 40 h; AID 1948; Potency, µM (doses to about 60.7 µM), inactives show at the highest dose activity change, positive = activation, actives largely listed as activators; actives 0.02% (n = 110,000);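 further: 0% = negative control wells on the plate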
#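 Imprint erasure is scored as LacZ activity from the silenced maternal Peg3 allele in feeder-free female ES cells cultured 40 h with LIF. Luminescence is normalized to in-plate negative controls and fitted to the Hill equation.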
# IkB signaling: inhibitors of IkB signaling in ABC-DLBCL cells; AID 445; Potency, µM (doses to about 57.1 µM), inactives show at the highest dose IkBa stabilization activation; ABC-DLBCL IkBa-CBG/CBR dual luciferase ratio, 4 h; response scale: scaled: untreated 0%, proteasome inhibitor 100%; actives 0.04% (n = 110,000); active means well fitted curve in the direction sought with a large enough effect in the signal ratio, not every such curve was filed as active; inconclusive means small, poorly fitted or top-dose-only effect, or a change in a side signal; the % refers to the signal ratio;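 further: the direction sought is a rising ratio; 0% = basal untreated cells and 100% = reference inhibitor full response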
#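 Curves were fitted separately to fusion (green), unfused (red) and ratio luminescence, then classed by r2, magnitude and activity. Cells: OCI-Ly3, 4 h compound plus doxycycline at 37C; 10 uM MG-132 defined full response.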
# p53ts 32C tox: p53ts cell cytotoxicity, permissive temperature | H1299-p53A138V at 32C, ATP luminescence viability, 24 h | Potency, µM (series often up to 46.1 µM), for inactives: at the highest dose activity change, negative = cytotoxicity, usual class: cytotoxic | actives 0.93% (n = 130,000) | AID 924;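 further: 0% = DMSO and -100% = full killing by reference compound; nearly all actives have a fitted effect of over 55% in size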
#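 ATP-content luminescence (ATPlite) read-out after 24 h compound exposure at 32C in H1299-p53A138V cells (600/well). Tested up to 46 uM. Normalized to DMSO (0%) and 100 uM tamoxifen (100% killing); Hill-fit AC50.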
# p53ts 39C kill: cytotoxicity in p53ts cells at nonpermissive temperature | H1299-p53A138V viability at 39C, ATP luminescence, 24 h | Potency, µM (series often up to 46.1 µM), inactives show at the highest dose activity change, negative = cell killing, actives largely listed as cytotoxic | actives 1.5% (n = 130,000) | AID 902; further: nearly all actives have a fitted effect of over 55% in size
# The depositor's hits bear a star; ? = inconclusive; . = no result given; [ ] = remark or other dose. Unless noted, the call rests on the fitted dose curve; in most records, active means well fitted curve in the direction sought with a large enough effect; inconclusive means small, poorly fitted or top-dose-only effect, or another doubt; inactive means no such curve, though single readings can be large; an effect the other way counts as inactive or inconclusive. Unless noted, on the % scale 0 is the no-effect control and ±100 the full control effect; potency means the concentration at half of the fitted maximal effect.
mol | Peg3 imprint | IkB signaling | p53ts 32C tox | p53ts 39C kill
O=C1N(Cc2ccccc2)c2ccc(Cl)cc2C1(O)c1c[nH]c2ccccc12 (stereo not drawn) | -6%[10.9 µM] | ? | 5% | ?
Cc1ccc(C2CCN(C(=O)c3cnn(-c4cccc(Cl)c4)c3C3CCN(C(=O)OC(C)(C)C)CC3)C2)cc1 (stereo not drawn) | -12%[10.9 µM] | ? | 22% | 4%
COC(=O)CSc1nc2sc3c(c2c(=O)n1-c1ccccc1C)CC(C)(C)OC3 | -7%[10.9 µM] | -1.5% | -5% | 6%
CCC(C)(C(=O)NC1CCCCC1)N(Cc1ccco1)C(=O)c1ccc2c(c1)OCO2 (stereo not drawn) | -10% | 2.3% | 34%[activator] | -1%
Cc1ccc2nc3c(cc(C(=O)NCc4cccnc4)c(=N)n3C(C)C)c(=O)n2c1 | . | 1.4% | -4% | 1%
COc1ccc(CCNC(=O)Cn2c(-c3ccc(F)cc3)cc(C(C)=O)c2C)cc1OC | -15%[10.9 µM] | -1.1% | 11% | 16%
CCc1ccc(N/C(SC)=C(/C#N)C(N)=O)cc1 | -16% | 0.6% | 34%[activator] | 20%
Nc1c(C(=O)NC2CCCCC2)nsc1C(=O)OCC(=O)NC1CCCCC1 | . | ? | -12% | -7%
Cc1ccc(OCC(=O)N(Cc2ccc(Cl)cc2)CC2CCCO2)cc1C (stereo not drawn) | -13%[10.9 µM] | ? | -1% | -7%
COc1ccc(-c2noc(COc3ccc4c(c3)OCO4)n2)cc1OC | -22% | -3.8% | 2% | -5%
CCOC(=O)COc1ccc(S(=O)(=O)Nc2ccc3c(c2)OCO3)cc1 | 16% | 9.4% | 1% | 10%
O=C(CN1CCN(c2ncc(C(F)(F)F)cc2Cl)CC1)Nc1ccc2c(c1)OCO2 | -13% | ? | 5% | -15%
Cc1cc(=O)[nH]c(SCC(=O)Nc2ccc(S(=O)(=O)N3CCCCC3)cc2)n1 | -6% | 2.4% | ? | 17%
C=CCNC(=O)c1ccc(Cl)cc1Cl | 7% | -1.1% | -5% | 11%
CCC(C)NC(=O)CSc1nc2ccccc2c(=O)n1CCCC(=O)NCC1CCCO1 (stereo not drawn) | -5% | -0.5% | 4% | -11%
Cc1cc(C)c(NC(=O)CSC2=Nc3ccccc3C3=NC(CC(=O)NCc4cccs4)C(=O)N23)c(C)c1 (stereo not drawn) | 12%[10.9 µM] | ? | 12% | -20%
COc1ccc(Nc2ncnc3c2cnn3-c2ccc(C)cc2C)cc1 | -12%[10.9 µM] | ? | -9% | -26%
CN1CCN(C(=O)c2ccccc2-c2ccccc2C(=O)O)CC1 | -4% | -0.5% | 1% | -11%
O=S(=O)(O)c1cc(O)c2c(O)c(N=Nc3cccc4ccccc34)c(S(=O)(=O)O)cc2c1 | -24%[10.9 µM] | -2.0%[11.4 µM] | -11%[9.22 µM] | -3%[9.22 µM]
O=C1NC(NS(=O)(=O)c2ccccc2)(C(F)(F)F)C(=O)N1CCc1ccccc1 (stereo not drawn) | 17%[10.9 µM] | 0.8% | 3% | 24%
Cc1ccc(CCNC(=O)CCn2nc(-c3ccc(Cl)cc3)ccc2=O)cc1 | -7%[10.9 µM] | ? | 6% | ?
CCNC(=O)C1CCN(c2nnc(C)c3c(C)n(-c4ccc(OC)cc4)nc23)CC1 | -6%[10.9 µM] | 1.5% | 2% | 4%
Cc1nc(-c2ccc(S(=O)(=O)N3CCN(c4cc(Cl)ccc4C)CC3)cc2)co1 | 17%[10.9 µM] | ? | -4% | -37%
CC(C)CCn1c(CN2CCN(C(=O)c3ccco3)CC2)nc2c1c(=O)n(C)c(=O)n2C | -5% | -2.9% | 4% | 11%
CC(=O)c1[nH]c(C)c(C(=O)NCCc2ccc(C)cc2)c1C | 7%[10.9 µM] | ? | 14% | -7%
COCc1nnc(SCC(=O)NC(C)c2ccccc2)n1-c1ccccc1 (stereo not drawn) | 3% | -0.6% | 3% | 13%
CCCCSCc1[nH]c(=O)[nH]c1C(=O)CCCCC(=O)OCC | -6% | 3.7% | 6% | -2%
CCc1cccc(NC(=O)CCS(=O)(=O)c2ccc3nc(C)sc3c2)c1 | -16%[10.9 µM] | 0.2% | 8% | -5%
Cc1ccc(-c2onc(C)c2C)cc1S(=O)(=O)N1CCc2ccccc21 | -18%[10.9 µM] | 3.2% | 8% | -7%
Cc1cc(-c2nnc3sc(-c4ccc(Cl)cc4Cl)nn23)n[nH]1 | -8% | -0.2% | 2% | 1%
CCOC(=O)C1CCN(C(=O)NC23CC4CC(CC(C4)C2)C3)CC1 | 0% | -0.6% | 2% | -2%
C/C(Cl)=C\Cn1c(Nc2ccccc2)nc2c1c(=O)n(C)c(=O)n2C | . | -0.3% | 1% | 4%
CC1(C)Cc2cccc(OCC(=O)Nc3ccccc3N3CCOCC3)c2O1 | 4% | ? | -1% | 12%
Cc1ccc(N2C(=O)c3n[nH]c(C)c3C2c2cccnc2)cc1 (stereo not drawn) | -13% | -0.8% | -1% | -6%
Cc1ccc(N2CC(C(=O)Nc3nnc(C)s3)CC2=O)cc1 (stereo not drawn) | 8% | 1.1% | -1% | 2%
Cn1c(=O)c(C(=O)Nc2ncccn2)c(O)c2ccccc21 | -9% | 2.6% | 13µM* | 13µM*
COCCN(Cc1cc2cccc(C)c2n2nnnc12)C(=O)C(F)(F)F | -6% | -1.6% | 5% | 13%
COc1ccc(Cl)cc1NC(=O)CCn1nc(C)cc1C | -10%[10.9 µM] | 2.2% | -1% | -9%
Cc1ccc(O)c(Sc2cc(C)ccc2O)c1 | -15% | ? | 41%[activator] | 20%
CCOC(=O)c1cc(S(=O)(=O)NC2CCN(C(=O)OCC)CC2)cn1C | -12% | 1.2% | 0% | -10%
CCN(CCN(C)C)C(=O)Cn1ncc2c1-c1cc(C)ccc1OC2 | -2% | -1.4% | -4% | -4%
COc1cc(-c2nc3cnccn3c2Nc2ccc3c(c2)OCCO3)ccc1O | -11% | -0.7% | -17% | -18%
COc1ccccc1N1CCN(C(=O)CCCC2=NS(=O)(=O)c3ccccc3N2)CC1 | -8% | -0.9% | 4% | -1%
OCCN(CC(O)Cn1ccc2ccccc21)CC(O)Cn1ccc2ccccc21 (stereo not drawn) | -11% | 0.7% | 4% | -24%
N#Cc1c(C(F)(F)F)cc(-c2ccco2)nc1SCc1ccncc1 | -9% | 1.1% | -9% | -19%
Cc1ccc(/C(O)=C2\C(=O)C(=O)N(CC(C)O)C2c2cccc(F)c2)cc1 (stereo not drawn) | . | 2.6% | -9% | 21%
COc1ccccc1-c1nc(-c2cccc(C)c2)no1 | -77%[inhibitor] | ? | ? | ?
COc1ccc(-c2nc(CS(=O)CC(=O)NCCCN3CCCC3)c(C)o2)cc1OC (stereo not drawn) | -10% | -1.2% | -6% | -10%
O=C(Cn1nc(C(F)(F)F)c2c1CCC2)N1CCN(c2ccccc2)CC1 | 4% | 1.4% | -6% | -27%
Clc1ccc(Nc2nc(-c3cccs3)cs2)nc1 | -1% | 0.1% | 2% | 4%

# Following part
mol | Peg3 imprint | IkB signaling | p53ts 32C tox | p53ts 39C kill
CCn1cc(C(=O)NCCCOC)c(=O)c2cc(S(=O)(=O)N(C)C3CCCCC3)ccc21 | -16% | -1.7% | 3% | -10%
Cc1nc(SC(C)C)[nH]c(=O)c1Cc1ccccc1 | -14% | -2.0% | 17% | 1%
COc1cc(OC)c2c(c1)OC(c1ccccc1)CC2=O (stereo not drawn) | -7% | . | 7% | -10%
CCOc1cc2c(cc1OCC)C(CC(=O)OC)N(C(=O)Nc1cc(OC)ccc1OC)CC2 (stereo not drawn) | ? | -0.8% | -7% | -24%
O=C(Nc1ccc(N2CCOCC2)cc1)C1(S(=O)(=O)c2ccccc2)CC1 | 11% | -1.7% | 25% | 0%
CCCSCCCNC(=O)Cn1cc2c(n1)CCC(C)C2 (stereo not drawn) | -18% | -1.3% | -7% | 16%
COc1ccc(OC)c(NC(=O)c2ccc(NS(=O)(=O)c3c(C)noc3C)cc2)c1 | -8% | 1.9% | 5% | -3%
CN(C)c1ncc2nc(-c3cc(F)cc(F)c3)c(=O)n(Cc3ccc(F)cc3)c2n1 | -2% | 1.8%[11.4 µM] | 1% | -5%
O=C(c1ccncc1)N1CCN(C(=O)c2cccs2)CC1 | -11% | -3.6% | -3% | 10%
Cc1cc(C)c2sc(N(Cc3cccnc3)C(=O)CCOc3ccccc3)nc2c1 | -6%[10.9 µM] | 2.1% | -7% | -17%

# Sorted by count of non-hydrogen atoms (falling): some entries from above
mol | Peg3 imprint | IkB signaling | p53ts 32C tox | p53ts 39C kill
CCOc1cc2c(cc1OCC)C(CC(=O)OC)N(C(=O)Nc1cc(OC)ccc1OC)CC2 (stereo not drawn) | ? | -0.8% | -7% | -24%
CCn1cc(C(=O)NCCCOC)c(=O)c2cc(S(=O)(=O)N(C)C3CCCCC3)ccc21 | -16% | -1.7% | 3% | -10%
Cc1cc(C)c2sc(N(Cc3cccnc3)C(=O)CCOc3ccccc3)nc2c1 | -6%[10.9 µM] | 2.1% | -7% | -17%
O=C(Nc1ccc(N2CCOCC2)cc1)C1(S(=O)(=O)c2ccccc2)CC1 | 11% | -1.7% | 25% | 0%
O=C(c1ccncc1)N1CCN(C(=O)c2cccs2)CC1 | -11% | -3.6% | -3% | 10%
Cc1nc(SC(C)C)[nH]c(=O)c1Cc1ccccc1 | -14% | -2.0% | 17% | 1%

# (cont.)
mol | Peg3 imprint | IkB signaling | p53ts 32C tox | p53ts 39C kill
CCN1C(C)=C(C(=O)OC)C(c2ccccc2)N2C(=O)[C@@]3(C(=O)OC)O[C@@]12C1C(=O)N(C)C(=O)C13 (stereo partly drawn) | . | . | 7%[9.22 µM] | 1%[9.22 µM]
COC(=O)c1ccc(C2C(C(C)=O)=C(C)Nc3ncnn32)cc1 (stereo not drawn) | -2% | 0.3% | 13% | 21%
CCCn1c(=N)n(CC(=O)c2ccco2)c2ccccc21 | -4% | -0.9% | 1% | 8%
COc1cc(-c2c(C#N)c(N)nc(SCc3ccncc3)c2C#N)cc(OC)c1OC | -16% | 4.5% | 9% | -4%
CCC12CN3CC(C)(CN(C1)C3c1ccc(O)cc1O)C2=O (stereo not drawn) | -10%[10.9 µM] | 0.6% | -3% | -19%
Cc1ccccc1NC(=O)c1oc2c(c1C)-c1nn(Cc3cccc(Cl)c3)cc1CC2 | -11%[10.9 µM] | -2.3% | 3% | 10%
COc1cccc(-n2cc(C(=O)OCc3ccc(Cl)cc3)c3ccccc3c2=O)c1 | -10%[10.9 µM] | -1.1% | 3% | -10%
Cc1cc(C(=O)NCc2ccccc2Cl)c2c(C)nn(-c3ccccc3)c2n1 | 5%[10.9 µM] | 2.2% | 14% | -19%
O=C(Nc1cccc(F)c1)N1CC2(CCN(C(=O)c3cc(C(F)(F)F)cc(C(F)(F)F)c3)CC2)C1 | . | 1.0%[11.4 µM] | -1% | 7%
O=C1CN(C(=O)c2ccc(Br)o2)C(c2ccc(F)cc2)c2cc(F)ccc2N1 (stereo not drawn) | 3% | ? | 4% | -4%
O=C(Nc1ccc(Oc2ccc(Cl)cc2)cc1)c1ncn[nH]1 | -12% | -5.4% | 2% | -9%
CC1CCCCN1CCNC(=O)CN1C(=O)COc2ccccc21 (stereo not drawn) | -6% | -1.4% | 1% | 14%
COc1cc(NC(=O)c2c(C)nn(-c3ccc(F)cc3)c2-n2cccc2)cc(OC)c1 | 14%[10.9 µM] | -0.9% | 1% | 3%
O=C(CCCOc1ccc(Cl)cc1Cl)n1nnc2ccccc21 | . | . | -11% | -5%
CC(=O)c1ccc(NC(=O)c2nn(C)c3c2COc2ccccc2-3)cc1 | 5%[10.9 µM] | ? | 5% | 0%
N#CCCn1c(=O)c(-c2ccccc2)nc2cnc(Oc3ccccc3)nc21 | . | -1.5%[11.4 µM] | -3% | 2%
CCOC(=O)CSc1nnc(-c2ccc(OC)cc2)o1 | -2%[10.9 µM] | ? | -16% | -11%
Cc1nc2n(n1)CC(O)CS2 (stereo not drawn) | 9% | 0.6% | -8% | 6%
O=C(Cn1c(=O)oc2cc(S(=O)(=O)N3CCCC3)ccc21)N1CCN(c2ccccn2)CC1 | -10% | 1.8% | 12% | 0%
Cn1cnc2c(=O)oc3ccc(S(=O)(=O)N4CCN(c5cccc(C(F)(F)F)c5)CC4)cc3c21 | -5%[10.9 µM] | 0.8% | -4% | -3%
CN(C)c1ncc2nc(-c3cc(F)cc(F)c3)c(=O)n(Cc3cccs3)c2n1 | . | -2.7%[11.4 µM] | 1% | 1%

# Screening data as filed in PubChem BioAssay.
